# Compound activity deposited in PubChem BioAssay by National Center for Advancing Translational Sciences (NCATS).
# GALK inh = inhibitors of human galactokinase | P51570 | Purified GALK, Kinase-Glo residual ATP luminescence | Potency, µM (series often up to 57.5 µM), for inactives: top-dose activity change, negative = inhibition, hits mostly inhibitors | 0.007% of 270,000 active; also: potency is read from the fitted curve at half-maximal effect; % is scaled to controls: 0 for no effect and ±100 for the full control effect
#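 Human GALK (5 nM) with 35 uM ATP and 100 uM galactose in 20 mM HEPES pH 8.0, 5 mM MgCl2, 60 mM NaCl, 1 mM DTT, 0.01% BSA. After 1 h at room temperature, leftover ATP was read by Kinase-Glo Plus luminescence.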
# TSG101-PTAP inh = blocks PTAP/TSG101 interaction to inhibit HIV-1 budding; Q99816; 340,000 tested, under 10 active; Potency, µM (titrated, usually from 115 µM), for inactives: top-dose activity change, negative = inhibition, usual class: inhibitors; Fluorescence polarization, FITC-PTAP peptide / Tsg101 binding; active = well fitted inhibition curve with a large enough effect in the main read-out, with a control signal flat, not every such curve was filed as active; inconclusive = small, poorly fitted or top-dose-only effect, or effect the other way, or a change in a side signal; inactive = no such curve, though single readings can be large or run the other way; also: potency is read from the fitted curve at half-maximal effect; % of control where 0% means no effect
# Target sequence (Q99816 whole entry, looked up): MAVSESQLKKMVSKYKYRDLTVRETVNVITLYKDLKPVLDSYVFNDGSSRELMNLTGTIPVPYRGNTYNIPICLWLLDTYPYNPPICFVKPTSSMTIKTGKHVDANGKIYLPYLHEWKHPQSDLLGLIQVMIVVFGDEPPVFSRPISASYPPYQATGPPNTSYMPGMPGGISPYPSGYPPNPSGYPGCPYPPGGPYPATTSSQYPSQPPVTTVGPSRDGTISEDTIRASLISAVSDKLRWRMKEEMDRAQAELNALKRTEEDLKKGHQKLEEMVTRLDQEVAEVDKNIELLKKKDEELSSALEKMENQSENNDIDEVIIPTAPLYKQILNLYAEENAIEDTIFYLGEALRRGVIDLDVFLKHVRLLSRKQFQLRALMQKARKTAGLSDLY
#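 Tsg101 binding domain (10 uM final) was mixed with compound and a FITC-labeled PTAP peptide (50 nM final) in HEPES pH 7.5 buffer with NaCl, Tween 20, EDTA and TCEP; fluorescence polarization was read after 20 min at r.t.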
# Tb PFK block = blocks T. brucei phosphofructokinase. O15648. T. brucei PFK, ADP-Glo luminescence. Potency, µM (highest dose often 57.5 µM), inactives show at the highest dose activity, negative = inhibition, most hits filed as inhibitors. 0.17% of 330,000 active;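 also: potency is read from the fitted curve at half-maximal effect; 0% = uninhibited 1x PFK enzyme wells and -100% = no-enzyme wells; nearly all actives have a fitted effect of over 60% in size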
#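 Compounds were pin-transferred as a titration series up to 57 uM into substrate buffer (0.5 mM F6P, 0.1 mM ATP, pH 8.0), then 1.25 nM PFK was added and reactions ran 45 min before ADP-Glo detection.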
# ASM inhibitor = inhibitors of human secretory acid sphingomyelinase; P17405; placental ASM, HMU-PC fluorogenic substrate, 60 min; Potency, µM (series often up to 57.5 µM), without a hit: top-dose activity change, negative = inhibition, usual class: inhibitors; 0.006% of 340,000 active; AID 504937; also: potency is read from the fitted curve at half-maximal effect
# Target sequence (P17405 47-631 limits assumed): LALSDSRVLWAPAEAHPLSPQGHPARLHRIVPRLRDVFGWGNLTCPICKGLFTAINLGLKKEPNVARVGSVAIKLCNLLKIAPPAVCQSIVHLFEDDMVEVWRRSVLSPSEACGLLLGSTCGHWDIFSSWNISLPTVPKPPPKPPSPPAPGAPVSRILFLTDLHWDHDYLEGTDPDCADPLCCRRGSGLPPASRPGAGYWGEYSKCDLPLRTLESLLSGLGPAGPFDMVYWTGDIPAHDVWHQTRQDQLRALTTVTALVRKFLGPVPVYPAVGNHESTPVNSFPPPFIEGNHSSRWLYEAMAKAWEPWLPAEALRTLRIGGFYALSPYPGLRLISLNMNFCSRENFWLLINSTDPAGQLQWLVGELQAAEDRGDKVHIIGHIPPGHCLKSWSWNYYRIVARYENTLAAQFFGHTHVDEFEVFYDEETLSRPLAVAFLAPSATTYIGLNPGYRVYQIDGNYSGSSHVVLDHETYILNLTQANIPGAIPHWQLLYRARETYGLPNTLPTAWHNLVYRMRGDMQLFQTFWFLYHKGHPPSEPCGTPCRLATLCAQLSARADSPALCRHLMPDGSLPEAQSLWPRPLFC
#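 Fluorogenic HMU-PC substrate (9 uM final) is turned over by placental ASM in 60 min at 37 C after a 10 min compound preincubation. Reaction ended by alkaline stop (pH 10), with fluorescence read at 386/447 nm.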
# Menin MLL FP TR = menin-MLL binding inhibition, Texas Red mutant peptide. AID 1768. Potency, µM (titrated, usually from 61.6 µM), for inactives: at the highest dose FP activity change, negative = inhibition, actives largely listed as inhibitors. 0.23% of 270,000 active. Menin + Texas Red MLL mutant peptide, fluorescence polarization; active = well fitted inhibition curve with a large enough effect in the polarisation, with a control signal flat, not every such curve was filed as active; inconclusive = small, poorly fitted or top-dose-only effect, or effect the other way, or a change in a side signal; inactive = no such curve, though single readings can be large or run the other way; the % refers to the polarisation; also: potency is read from the fitted curve at half-maximal effect; % of control where 0% means no effect; many of its hits are not listed in these tables
# Integrin act MD = activators of alpha7 integrin expression for muscular dystrophy. alpha7betagal myoblasts, beta-gal FDG fluorescence, 48 h. Potency, µM (top dose mostly 38.3 µM), without a hit: at the highest dose activation, most hits filed as activators. 0.064% of 350,000 active;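 also: potency is read from the fitted curve at half-maximal effect; 100% = response of the positive control SU9516; nearly all actives have a fitted effect of over 60% in size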
#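 Alpha7betagal+/- myoblasts (passage 13) were plated 16-24 hr, then exposed to compounds (1:260 dilution of DMSO stock) for 48 hours at 37C. After MPER lysis, β-galactosidase reporter activity was read as FDG fluorescence (ex 480/em 540) after 30 minutes.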
# Giardia kill = kills Giardia lamblia. Giardia lamblia trophozoite viability. activity change, % at 7.66 µM, hits read low. 0.15% of 340,000 active. AID 540267; in the data active = activity change below about -80%; inconclusive = between about -30% and that limit;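 also: parasites exposed to compound for two days anaerobically before the ATP read; % is scaled to controls: 0 for no effect and ±100 for the full control effect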
#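 Viability, read as ATP luminescence: trophozoites at 100 cells/well, compound added, 48 hrs anaerobic at 37 deg C, then 15-30 min room-temperature development before reading.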
# Chronic BCR inh = blocks chronic active B-cell receptor signaling. Potency, µM (series often up to 46.1 µM), for the others: top-dose ratio change, negative = lower green/red ratio, usual class: inhibitors. 0.05% of 340,000 active. ABC-DLBCL IkBa-CBG/CBR reporter, luminescence ratio, 4 h. AID 493014; active = well fitted inhibition curve with a large enough effect in the signal ratio, with a control signal flat, not every such curve was filed as active; inconclusive = small, poorly fitted or top-dose-only effect, or effect the other way, or a change in a side signal; the % refers to the signal ratio;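 also: potency is read from the fitted curve at half-maximal effect; plate controls were basal doxycycline-induced cells for no effect and cells given 10 µM MG132 for full effect; MG132 reads +100%, hits lower the ratio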
#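 TMD8 ABC-DLBCL cells carrying doxycycline-inducible green luciferase fused to IkappaBalpha plus unfused red luciferase were exposed to compounds (up to 46 uM) for 4 hrs at 37C. Activity came from the overlap-corrected green/red luminescence ratio.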
# PKM2 activator = activators of human pyruvate kinase M2 | 0.34% of 260,000 active | purified PKM2, Kinase-Glo ATP luminescence, activation; response scale: 0% is enzyme alone, no compound | P14618 | Potency, µM (highest dose often 57.5 µM), for inactives: top-dose activation, usual class: activators; also: potency is read from the fitted curve at half-maximal effect; % is scaled to controls: 0 for no effect and ±100 for the full control effect; nearly all actives have a fitted effect of over 55% in size
#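 Kinase-Glo luminescence reports ATP generated from ADP (0.1 mM) and PEP (0.5 mM) by purified hPK-M2 after 1 h at room temperature, pH 7.2 imidazole buffer; intermediate enzyme activity allows detecting inhibitors and activators.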
# FBPA coupling cs = counter-screen for Giardia aldolase inhibitors: coupling enzyme system. coupling enzyme system counterscreen, AmpLite Red fluorescence. activity change, negative = inhibition, % at 58.2 µM, hits read low. 0.67% of 290,000 active. AID 2472; in the data active = activity change below about -30%; also: % is scaled to controls: 0 for no effect and ±100 for the full control effect
#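 Fluorescence at 525 nm excitation and 598 nm emission measured inhibition of the coupled detection system without aldolase. Compounds (at 57.5 uM final) were preincubated 10 min at room temperature with coupling enzyme reagent before a 20 min substrate/AmpLite Red step.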
# B2AR arrestin = agonists driving beta-arrestin recruitment to human beta2-adrenergic receptor; P07550; beta-arrestin recruitment to beta2AR, cell-based reporter; Potency, µM (series often up to 46.1 µM), for the others: at the top dose activation, most hits filed as activators; 0.02% of 330,000 active;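 also: potency is read from the fitted curve at half-maximal effect; 0% = DMSO controls and full agonism = EC100 isoproterenol or metaproterenol; nearly all actives have a fitted effect of over 65% in size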
# The depositor's hits bear a star; ? = inconclusive; nt = not tested or not shown; [ ] = dose if it differs, or a comment. Unless noted, calls follow the shape of the dose curve; as a rule, active = well fitted curve in the direction sought with a large enough effect; inconclusive = small, poorly fitted or top-dose-only effect, or another doubt; inactive = no such curve, though single readings can be large; an effect the other way counts as inactive or inconclusive. Only part of the results is shown; the hit share may differ from the screen's.
SMILES,GALK inh,TSG101-PTAP inh,Tb PFK block,ASM inhibitor,Menin MLL FP TR,Integrin act MD,Giardia kill,Chronic BCR inh,PKM2 activator,FBPA coupling cs,B2AR arrestin
Cc1ccc(C(N)=Nc2ccccc2)cc1,2%,-15%,0%,0%,-11%,-13%,-19,2%,0%,6,-0.4%
Cc1c(/C(O)=C2\C(=O)C(=O)N(CCN(C)C)C2c2cccs2)cnn1-c1ccccc1 (stereo not drawn),-2%,-4%,1%,-2%,0%,8%,-1,?,9%,-2,-0.9%
O=C(COc1ccc(F)cc1Br)NCC1(N2CCCCC2)CCCCC1,nt,-7%,16%,0%,nt,-11%,16,-4%,nt,nt,0.2%
CN(C)C(=O)/C(C#N)=C\c1cc(Br)c(Sc2ccc(Cl)cc2)o1,-2%,0%,-5%,nt,4%,-46%[inhibitor],-11,-6%,11%,-51*,0.6%
O=C(NCCc1csc(-c2cccnc2)n1)c1ccco1,3%,-3%,-6%,3%,0%[11.7 µM],-8%,11,4%,0%,1,0.0%
CC1CCN(CC(=O)NCc2ccco2)CC1,-3%,-1%,2%,3%,-2%,-2%,-20,0%,1%,2,0.0%
COc1cc(NC(=O)CSc2nnc(Cn3nnc4ccccc43)n2C)cc(OC)c1,0%,-5%,0%,3%,?,-27%,-7,0%,0%,3,5.2%
CCSc1oc(-c2ccccc2)nc1S(=O)(=O)c1ccccc1,-2%,-2%,7%,-5%,-6%,-20%,-2,16%,0%,3,0.0%
COc1ccc(OCCSCc2nnc(NC(=O)Nc3ccc(Cl)cc3)s2)cc1,0%,1%,-3%,-2%,?,-11%,-13,?,-2%,1,-0.9%
Fc1ccc(Cn2nnnc2C(c2ccc(Cl)cc2)N2CCSCC2)cc1 (stereo not drawn),0%,-3%,-1%,0%,5%,-11%,9,?,-3%,-1,-0.3%

# The list goes on; it opens with the 2 that closed the last part.
SMILES,GALK inh,TSG101-PTAP inh,Tb PFK block,ASM inhibitor,Menin MLL FP TR,Integrin act MD,Giardia kill,Chronic BCR inh,PKM2 activator,FBPA coupling cs,B2AR arrestin
COc1ccc(OCCSCc2nnc(NC(=O)Nc3ccc(Cl)cc3)s2)cc1,0%,1%,-3%,-2%,?,-11%,-13,?,-2%,1,-0.9%
Fc1ccc(Cn2nnnc2C(c2ccc(Cl)cc2)N2CCSCC2)cc1 (stereo not drawn),0%,-3%,-1%,0%,5%,-11%,9,?,-3%,-1,-0.3%
COc1ccc([N+](=O)[O-])cc1NC(=O)c1ccc(CN(c2ccccc2)S(C)(=O)=O)cc1,1%,-2%,4%,-4%,-2%,-7%,7,6%,-8%,-2,0.3%
COc1ccc(OC)c(C2CC(=O)c3c([nH]c(C(=O)OC(C)C)c3C)C2)c1 (stereo not drawn),1%,1%,2%,-1%,1%,43%,1,?,26%,1,-0.4%
Cc1ccc(CCN2CC(C(=O)N3CCN(c4ccc(F)cc4)CC3)CC2=O)cc1 (stereo not drawn),0%,0%,3%,-4%,-26%,-9%,11,0%,1%,1,0.1%
O=C(NC1CCCCCC1)C1CCN(S(=O)(=O)c2ccc(F)cc2)CC1,3%,-4%,-2%,3%,3%,-25%,-8,-2%,-3%,0,-0.3%
CCc1ccc(S(=O)(=O)N2CC(=O)Nc3ccccc32)cc1,-1%,0%,-1%,-7%,nt,19%,2,-18%,4%,2,0.1%
Cc1cc(C)c(C#N)c(SCS(=O)Cc2ccccc2)n1 (stereo not drawn),0%,-6%,-4%,2%,5%,-22%,-1,1%,-5%,5,0.3%
CCc1nc(Nc2cccc(OC)c2)c2oc3ccccc3c2n1,nt,-2%,4%,-11%,5%,?,-10,?,nt,-6,0.3%
CCOc1ccc(C(=O)OCC(=O)N2CCOCC2)cc1OCC,-4%,-2%,1%,7%,-10%,19%,?,-3%,-8%,-2,-0.5%
CN(Cc1ccc(F)cc1)C(=O)c1cccc(NS(=O)(=O)c2ccccc2)c1,-4%,-3%,-1%,-2%,nt,16%,-10,-1%,-2%,nt,-0.2%
O=C(N/N=C\c1ccncc1)c1ccc(Cl)s1,-9%,1%,0%,1%,nt,0%,2,?,4%,nt,-0.6%
Cc1cc(C)nc(N(C#N)Cc2ccccc2C)n1,2%,-6%,-3%,3%,?,-1%,-2,-9%,1%,6,0.0%
COc1ccc(NC(=O)c2sc3nc(N4CCCC4)c4c(c3c2N)CC(C)(C)OC4)cc1,9%,0%,-5%,7%,nt,-25%,5,?,nt,nt,-0.7%
Cc1ccc(C(=O)OCC(=O)NCCNC(=O)COC(=O)c2ccc(C)s2)s1,nt,1%,-5%,0%,nt,18%,-10,10%,nt,nt,0.2%
Cc1ccc(P(=O)(O)c2ccc(C)cc2)cc1,2%,-2%,5%,-3%,1%,-4%,21,0%,4%,2,0.0%
CCCCCc1c(C)nc(Nc2nc(C)c3cc(OC)ccc3n2)[nH]c1=O,-4%,-1%,0%,-13%,-6%,-2%,4,5%,2%,4,0.3%
CC(C)CCNC(=O)CSc1nc2ccsc2c(=O)n1NC(=O)c1ccccc1,0%,-2%,-6%,1%,-7%,6%,4,0%,1%,3,0.1%
CCOC(=O)c1c(C)[nH]c(C)c1S(=O)(=O)NCCc1ccc(SC)cc1,1%,-3%,-4%,-4%,nt,0%,-9,-8%,nt,nt,-0.8%
O=C(COC(=O)c1cccs1)Nc1ccccc1,5%,-4%,6%,0%,-20%,?,-3,-1%,-3%,2,0.1%
Cc1ccc(-c2nn(-c3ccccc3)cc2CO)cc1,-3%,-1%,-5%,-2%,40%[activator],-7%,-12,?,nt,2,-0.7%
CCN(CC)CCN(C(=O)c1ccc2c(c1)CCCC2)c1nc2cc(OC)c(OC)cc2s1,-5%,-9%,4%,-5%,?,-25%,-3,2%,11%,-3,-1.0%

# A few values from the entries so far.
# `O=C(COC(=O)c1cccs1)Nc1ccccc1` in Chronic BCR inh reads -1%
# `CCOC(=O)c1c(C)[nH]c(C)c1S(=O)(=O)NCCc1ccc(SC)cc1` in Giardia kill reads -9
# `CC(C)CCNC(=O)CSc1nc2ccsc2c(=O)n1NC(=O)c1ccccc1` in FBPA coupling cs reads 3
# `Cc1ccc(-c2nn(-c3ccccc3)cc2CO)cc1` in GALK inh reads -3%
# `Cc1ccc(C(=O)OCC(=O)NCCNC(=O)COC(=O)c2ccc(C)s2)s1` in Integrin act MD reads 18%

# Next compounds follow:
SMILES,GALK inh,TSG101-PTAP inh,Tb PFK block,ASM inhibitor,Menin MLL FP TR,Integrin act MD,Giardia kill,Chronic BCR inh,PKM2 activator,FBPA coupling cs,B2AR arrestin
COc1ccc(-c2c(C)oc3c(CN4CCN(CCO)CC4)c(O)ccc3c2=O)cc1OC,-1%,-2%,-3%,27%,10%,0%,7,1%,4%,0,-0.6%
NC(=O)NC(=O)c1nccnc1C(=O)O,2%,1%,0%,2%,-2%,8%,-2,-17%,-3%,2,-0.1%
O=C(Nc1ccc(Cl)cc1)/C(=C/c1cccc(O)c1)c1nc2ccccc2s1,-4%,-4%,2%,1%,21%,-52%[inhibitor],-20,?,0%,1,?
Cc1[nH]c2ccccc2c1/C=N/NC(=O)c1cccs1,7%,0%,-7%,-9%,?,0%,11,?,0%,-9,0.2%
N#CC1=C(N)Oc2cc(O)ccc2C1c1cccs1 (stereo not drawn),-1%,-5%,1%,2%,-16%[11.7 µM],-9%,12,-19%,7%,3,0.4%
COCCNCCCCOc1ccc(Br)cc1C,0%,-4%,3%,1%,0%,-68%[inhibitor],17,?,-7%,0,0.1%
Cc1ccc(NC(=O)CCNC(=O)c2ccco2)cc1F,0%,0%,-6%,2%,-2%,19%,-14,1%,4%,-4,0.1%
NC(=S)N=Nc1c(O)n(CCCl)c2ccc(Br)cc12,-3%,-5%,1%,-2%,nt,-47%[inhibitor],2,?,-1%,0,0.8%
Cc1cc(C)c(C#N)c(SCC(=O)c2ccc(Cl)cc2Cl)n1,-3%,-2%,0%,-23%,-1%,-42%,12,-2%,2%,-2,0.2%
COc1cccc(NC(=S)C(C#N)=C2N(C)c3ccccc3N2C)c1,0%,0%,-5%,1%,15%,-17%,-12,-14%,-1%,-1,-0.4%
CCCn1c(SCC(=O)Nc2sc(C)c(C)c2C(=O)OCC)nc2c1c(=O)n(C)c(=O)n2C,0%,-4%,-3%,5%,-3%,-9%,5,-1%,-5%,0,-0.7%
